GLP1R inv ag = acts as inverse agonist at human GLP-1 receptor; HEK293 GLP-1R CRE-luciferase, luminescence, 24 h; GLP-1R form is constitutively active; Potency, µM (doses to about 38.3 µM), inactives show at the highest dose activity change, negative = inhibition, hits mostly inhibitors; hit rate 1.6% among 410,000; AID 624417; also: % is scaled to controls: 0 for no effect and ±100 for the full control effect; nearly all actives have a fitted effect of over 55% in size
Target sequence (P43220 whole entry, looked up): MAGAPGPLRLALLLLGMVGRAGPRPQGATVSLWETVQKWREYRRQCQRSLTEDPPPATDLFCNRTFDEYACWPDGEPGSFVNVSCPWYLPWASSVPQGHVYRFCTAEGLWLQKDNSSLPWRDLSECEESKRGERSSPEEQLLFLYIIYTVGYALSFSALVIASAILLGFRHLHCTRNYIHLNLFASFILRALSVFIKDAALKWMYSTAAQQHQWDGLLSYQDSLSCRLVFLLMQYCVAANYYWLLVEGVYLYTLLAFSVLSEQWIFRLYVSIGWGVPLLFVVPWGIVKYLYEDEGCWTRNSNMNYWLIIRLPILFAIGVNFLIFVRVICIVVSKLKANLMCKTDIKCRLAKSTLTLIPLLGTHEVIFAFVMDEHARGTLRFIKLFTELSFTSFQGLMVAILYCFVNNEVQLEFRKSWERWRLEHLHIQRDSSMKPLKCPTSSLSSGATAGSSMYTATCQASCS
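Luminescence readout: a drop in cAMP-driven luciferase signal flags inverse agonism at a constitutively active GLP-1R stably expressed in HEK293. Compound exposure lasted 24 hr at 37 deg C, 5% CO2.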
TDP-43 yeast inh = TDP-43 toxicity inhibition in yeast; TDP-43 expressing yeast growth rescue, BacTiter-Glo, 24 h; Potency, µM (titrated, usually from 46.1 µM), without a hit: top-dose growth rescue (activation), most hits filed as activators; hit rate 1.8% among 410,000; AID 652104; also: % of control where 0% means no effect; nearly all actives have a fitted effect of over 50% in size
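Cell-based yeast growth screen: TDP-43 expression induced in galactose, inoculum OD600=0.02 after raffinose pregrowth to mid-log. Read-out BacTiter-Glo luminescence at 24 hr, 30 deg C; inhibition of toxicity seen as signal increase.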
KB-V1 MDR tox = kills drug-selected multidrug resistant KB-V1 cells. Potency, µM (highest dose often 46.1 µM), for the others: at the highest dose activity change, negative = cytotoxicity, usual class: cytotoxic. AID 1347076. KB-V1 MDR cells viability, CellTiter-Glo, 72 h. hit rate 3.4% among 400,000; also: % is scaled to controls: 0 for no effect and ±100 for the full control effect; nearly all actives have a fitted effect of over 60% in size
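Cytotoxicity toward P-gp-expressing KB-V1 cells was determined as loss of CellTiter-Glo luminescence after 72 h at 37 degrees C. Compounds were tested in quantitative HTS format across a concentration range, with curves fitted to normalized data.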
KB-3-1 cytotox = kills parental KB-3-1 adenocarcinoma cells; KB-3-1 viability, CellTiter-Glo ATP luminescence, 72 h; Potency, µM (highest dose often 46.1 µM), for the others: top-dose activity change, negative = cytotoxic, usual class: cytotoxic; hit rate 1.4% among 400,000; also: % is scaled to controls: 0 for no effect and ±100 for the full control effect; nearly all actives have a fitted effect of over 60% in size
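Parental KB-3-1 adenocarcinoma cells in phenol-red-free DMEM with 10% FBS were pin-treated with compounds at several concentrations, incubated 72 h at 37 °C, and viability read by CellTiter-Glo luminescence; concentration-effect curves were fitted after normalization.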
GLP1R cytotox = cytotoxic in the GLP-1 receptor inverse agonist counter-screen. HEK293 cAMP-luciferase reporter cells, luminescence, 24 h. AID 624418. hit rate 0.13% among 410,000. Potency, µM (top dose mostly 38.3 µM), without a hit: top-dose activity change, negative = inhibition, most hits filed as inhibitors;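 also: loss of luciferase light is scored as toxicity; % is scaled to controls: 0 for no effect and ±100 for the full control effect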
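Here, cytotoxicity is scored as loss of luminescence. The MLSMR collection was tested on cells seeded in medium containing 10% Nu serum, with a 24 hr compound exposure preceded by 12 hours of culture.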
HT1080 IDH1KD tx = HT-1080 IDH1 knockdown cell toxicity (counter line); HT-1080 IDH1 knockdown viability, ATP luminescence, 48 h; Potency, µM (top dose mostly 46.1 µM), for the others: top-dose activity, negative = toxicity, hits mostly cytotoxic; hit rate 2% among 360,000; AID 686971;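 also: 0% = DMSO wells and -100% = cell-free medium wells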
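Assay cells: HT-1080 with IDH1 knockdown, 750 per well, RPMI/5% FBS. Exposure: 48 h at 37 °C following 2 h pre-incubation. Read: CellTiter-Glo luminescence; fitted concentration-response, curve class assigned.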
HT1080NT lethal = kills 2HG-producing HT-1080-NT fibrosarcoma cells; HT-1080-NT fibrosarcoma viability, CellTiter-Glo ATP luminescence, 48 h; hit rate 1.6% among 360,000; AID 686970; Potency, µM (doses to about 46.1 µM), for inactives: at the top dose activity, negative = less viability, most hits filed as cytotoxic;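 also: NT is the 2HG producing partner of a matched IDH1 knockdown line; 0% = DMSO-treated cells and -100% = media-only wells without cells; nearly all actives have a fitted effect of over 55% in size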
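A 48-hour cytotoxicity screen used HT-1080-NT cells plated 2 hours before compound delivery. ATP-based CellTiter-Glo luminescence measured viability, normalized to DMSO and no-cell controls.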
SW480 rerep = induces DNA re-replication in SW480 colon adenocarcinoma cells; SW480 DNA re-replication, Hoechst DNA content imaging, 48 h; Potency, µM (titrated, usually from 46.1 µM), for the others: top-dose re-replication activation, usual class: activators; hit rate 1.8% among 340,000; also: % of control where 0% means no effect; nearly all actives have a fitted effect of over 55% in size
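Treated cells incubate 48 hr (37 C, 5% CO2), are stained 40 min with Hoechst, and nuclear fluorescence is enumerated; a rise in nuclei with high DNA signal marks re-replication.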
GLP1R ag = activates the human GLP-1 receptor; HEK293 GLP-1R CRE-luciferase, luminescence, 4-6 h; cells express a hypersensitive GLP-1R form; P43220; Potency, µM (top dose mostly 45.6 µM), for inactives: at the highest dose activation, hits mostly activators; hit rate 0.007% among 380,000; also: % of control where 0% means no effect
Starred values were filed as active, the others as inactive; u = inconclusive; x = not tested or not shown; & = joins results of further samples; [ ] = dose if it differs, or a comment. Calls follow the shape of the dose curve; as a rule, active = well fitted curve in the direction sought with a large enough effect; inconclusive = small, poorly fitted or top-dose-only effect, or another doubt; inactive = no such curve, though single readings can be large; an effect the other way counts as inactive or inconclusive. Potency is read from the fitted curve at half-maximal effect.

[1] COc1cc(/C=N\NC(=O)c2cccnc2)ccc1OC(=O)c1ccccc1Cl
[2] CC(C)=NOCC(=O)Nn1c(COc2ccccc2)nc2ccccc2c1=O
[3] CCn1cc(C(=O)NCc2ccccc2Cl)c(=O)c2cc(S(=O)(=O)N3CCCCC3)ccc21
[4] O=C(Oc1c(-c2ccccc2)c(=O)n2c3c(cccc13)CC2)c1ccco1
[5] Cc1cc(NC(=O)CSc2nnc(-c3cccs3)n2N)no1
[6] O=C(CCc1nc2ccccc2c(=O)[nH]1)NNC(=O)COc1cccc(F)c1

Compound,1,2,3,4,5,6
GLP1R inv ag,7%,6%,7%,6%,8%,-8%
TDP-43 yeast inh,20%,-1%,3%,-36%[inhibitor],10%,-1%
KB-V1 MDR tox,u,-1%,u,17%,u,1%
KB-3-1 cytotox,11%,4%,u,1%,15%,-7%
GLP1R cytotox,2%,-2%,-5%,0%,-5%,-3%
HT1080 IDH1KD tx,4%,-4%,x,-21%,12%,0%
HT1080NT lethal,7%,-3%,x,-9%,21%,-11%
SW480 rerep,-4%,14%,x,u,0%,-7%
GLP1R ag,-2%,-9%,x,5%,-4%,-2%

[7] CC1(C)Cc2c(sc(NC(=O)C(C)(C)C)c2C#N)C(C)(C)N1
[8] O=C(c1ccc(-n2c(SCc3cc(F)ccc3F)nc3ccccc3c2=O)cc1)N1CCOCC1
[9] CCCCn1c(SCc2cccc([N+](=O)[O-])c2)nc2ccsc2c1=O
[10] COc1ccc(CCNC(=O)c2c(C)oc3ncn(C)c(=O)c23)c(OC)c1
[11] O=C(CSc1ccc(-c2cccnc2)nn1)N1CCCCC1
[12] CN(C)c1ccc(/C=C2\CCCCC2=O)cc1

Compound,7,8,9,10,11,12
GLP1R inv ag,u,10%,-23%,15%,7%,-18%
TDP-43 yeast inh,-14%,2%,19%,u,2%,24%
KB-V1 MDR tox,2%,0.65µM*,2.3µM*,10%,-1%,u
KB-3-1 cytotox,-14%,u,-16%,1%,-19%,15%&3%
GLP1R cytotox,-4%,7%,0%,6%,-1%,0%
HT1080 IDH1KD tx,-5%,-4%,2%,x,14%,16%
HT1080NT lethal,-2%,-1%,0%,x,30%,10%
SW480 rerep,-4%,u,-8%,x,u,4%
GLP1R ag,5%,5%,19%,x,5%,2%

[13] CCOC(=O)C(C(=O)OCC)C(c1ccccc1)N1CCN(c2ccccc2)CC1 (stereo not given)
[14] Clc1ccc(C(c2nnnn2CCc2ccccc2)N2CCSCC2)cc1 (stereo not given)
[15] COC(=O)c1n[nH]n(-c2cc(Cl)cc(Cl)c2)c1=O
[16] Nc1c(C(=O)N2CCOCC2)sc(=S)n1-c1ccccc1
[17] CC(=O)c1ccc(S(=O)(=O)N2CCC(C(=O)Nc3ncc(C)s3)CC2)cc1
[18] COc1ccc(OCC(=O)N2CCN(c3cccc(Cl)c3)CC2)cc1

Compound,13,14,15,16,17,18
GLP1R inv ag,10%,u,0%,0%,-4%,u
TDP-43 yeast inh,13µM*,u,u,-3%,-19%,u
KB-V1 MDR tox,29%,u,20%,u,10%,-4%
KB-3-1 cytotox,-10%,u,3%,1%,-4%,-1%
GLP1R cytotox,1%,3%,2%,13%,-20%,22%
HT1080 IDH1KD tx,-2%,-11%,15%,5%,6%,-2%
HT1080NT lethal,2%,-1%,13%,2%,11%,-1%
SW480 rerep,0%,10%,-13%,-12%,-11%,1%
GLP1R ag,-1%,-8%,-6%,-9%,0%,3%

[19] O=C(C1CCN(S(=O)(=O)c2cccs2)CC1)N1CCCCCC1
[20] CCc1ccccc1-n1c(SCC(=O)NC)nnc1-c1cccnc1
[21] COc1cc2c(=O)c(C(=O)c3ccc(C)c(C)c3)cn(Cc3ccccc3F)c2cc1OC
[22] O=[N+]([O-])c1ccc(CNc2ccc(Cl)cc2)s1
[23] CC(C)(C)c1ccc(C(=O)N2CCC2(C)C(=O)NS(=O)(=O)c2ccc(C#N)cc2)cc1 (stereo not given)
[24] Cc1nc2ccccn2c1C(=O)NN=C1C2CC3CC(C2)CC1C3

Compound,19,20,21,22,23,24
GLP1R inv ag,0%,1%,17%,-12%,-20%,12%
TDP-43 yeast inh,-10%,-14%,u,u,-16%,6%
KB-V1 MDR tox,-7%,-20%,u,9%,13%,22%
KB-3-1 cytotox,-3%,3%,u,-11%,0%,4%
GLP1R cytotox,0%,1%,-2%,-4%,5%,-12%
HT1080 IDH1KD tx,-21%,-3%,x,-20%,4%,19%
HT1080NT lethal,-5%,-3%,x,5%,22%,7%
SW480 rerep,1%,-9%,x,-7%,x,u
GLP1R ag,19%,-2%,x,9%,-6%,8%

One compound at a time, as listed above. Values in the order: GLP1R inv ag | TDP-43 yeast inh | KB-V1 MDR tox | KB-3-1 cytotox | GLP1R cytotox | HT1080 IDH1KD tx | HT1080NT lethal | SW480 rerep | GLP1R ag
COc1cc2c(=O)c(C(=O)c3ccc(C)c(C)c3)cn(Cc3ccccc3F)c2cc1OC is listed with 17% | u | u | u | -2% | x | x | x | x
CC(C)(C)c1ccc(C(=O)N2CCC2(C)C(=O)NS(=O)(=O)c2ccc(C#N)cc2)cc1 (stereo not given) is listed with -20% | -16% | 13% | 0% | 5% | 4% | 22% | x | -6%
CCc1ccccc1-n1c(SCC(=O)NC)nnc1-c1cccnc1 is listed with 1% | -14% | -20% | 3% | 1% | -3% | -3% | -9% | -2%

Carrying on.
[25] Cc1ccc(S(=O)(=O)Nc2nsc(N)n2)cc1
[26] CCCOc1ccc(C(=O)Nc2ccc(N3CCN(C(=O)c4ccco4)CC3)cc2)cc1
[27] COc1ccc(C(C(=O)NCc2ccccc2)N(Cc2ccco2)C(=O)c2snc(C(N)=O)c2N)cc1OC (stereo not given)
[28] CC1(C)CC(=O)C(C2c3ccccc3Oc3ccccc32)C(=O)C1
[29] COCc1cc(C)nc(OCC(=O)N/N=C/c2ccccc2O)c1C#N
[30] C=CC[C@H](CC(=O)NCCO)C(=O)N[C@@H](C)COC(=O)[C@@H](CC=C)CC(=O)OC(C)(C)C

Compound,25,26,27,28,29,30
GLP1R inv ag,-1%,20%,-39%,1%,u,-2%
TDP-43 yeast inh,-11%,23%,-6%,23%,2%,1%
KB-V1 MDR tox,0%,-24%,u,3%,-9%,-1%
KB-3-1 cytotox,5%,-7%,3%,-3%,-4%,7%
GLP1R cytotox,1%,-2%,-1%,0%,-6%,-2%
HT1080 IDH1KD tx,-10%,2%,-6%,16%,18µM*,3%
HT1080NT lethal,-5%,u,-14%,23%,u,8%
SW480 rerep,-4%,6%,-2%,8%,5%,-7%
GLP1R ag,-4%,-16%,8%,-5%,2%,-7%

[31] CN(C)CCNC(=O)c1c(CSc2ccc(Cl)cc2)noc1C(=O)NCc1ccccc1
[32] COC(=O)CSc1nnc(C)c(=O)[nH]1
[33] O=C(O)CSc1ccc2ccccc2n1
[34] CCC/C(O)=C1\C(=O)CC(C)(C)CC1=Nc1ccc(OC)cc1OC
[35] CC(=O)c1c(C)[nH]c(C(=O)OCC(=O)N(CC(C)C)C2CCS(=O)(=O)C2)c1C (stereo not given)
[36] Cc1cc(C)c[n+](C[n+]2cc(C)cc(C)c2)c1

Compound,31,32,33,34,35,36
GLP1R inv ag,-4%,1%,7%,u,19%,9%
TDP-43 yeast inh,-6%,-12%,20%,6%,11%,-9%
KB-V1 MDR tox,19%,1%,11%,u,0%,14%
KB-3-1 cytotox,7%,-2%,2%,u,-2%,0%
GLP1R cytotox,3%,6%,-5%,-21%,0%,-1%
HT1080 IDH1KD tx,9%,-3%,12%,7.3µM*,-1%,3%
HT1080NT lethal,7%,1%,8%,u,4%,9%
SW480 rerep,2%[9.22 µM],-3%,-3%,18µM*,-16%,3%
GLP1R ag,6%,-10%,-2%,1%,0%,7%

[37] COc1cc(C(=O)OCC(=O)NCCN2C(=O)CSC2=O)ccc1OCc1c(C)noc1C
[38] CCOC(=O)N1CCN(S(=O)(=O)c2ccc(Br)s2)CC1
[39] COC(=O)[C@@H](N)Cc1ccc(O)c(O)c1
[40] CCc1ccc(-n2c(SCC(=O)Nc3ccc(C(=O)O)cc3)nnc2-c2ccncc2)cc1
[41] CC(=O)c1ccc(S(=O)(=O)N(C)CC(=O)NCc2ccco2)cc1
[42] C[C@@H](OC(=O)N(C)Cc1ccccc1)[C@H]1O[C@]2(C)CCCC[C@H]1O2

Compound,37,38,39,40,41,42
GLP1R inv ag,12%,u,-11%,9%,4%,u
TDP-43 yeast inh,14%,24%,32%,-16%,-23%,0%
KB-V1 MDR tox,-21%,u,17%,0%,-8%,31%
KB-3-1 cytotox,3%,-11%,0%,16%,8%,12%
GLP1R cytotox,6%,-7%,-2%,0%,-13%,-26%
HT1080 IDH1KD tx,0%,5%[9.24 µM],8%,10%,-1%,4%
HT1080NT lethal,-10%,-7%,2%,11%,-4%,2%
SW480 rerep,-2%,-3%,2%&-3%,-4%,-3%,-57%[inhibitor]
GLP1R ag,4%,-11%,15%&-1%,-5%,30%,14%

[43] CCOc1ccc(S(=O)(=O)N2CCCC(C(=O)N3CCN(c4ccccc4)CC3)C2)cc1 (stereo not given)
[44] NC(=O)c1sc(=S)n2c1[nH]c(=O)c1sccc12
[45] CCOC(=O)c1c2c(n(C)c1C)C(=O)C(=O)c1ccc(Br)cc1-2
[46] C=CCc1cccc(CNc2ccc(S(=O)(=O)Nc3nccnc3OC)cc2)c1O
[47] Cc1nccn1CC(O)COc1ccc([N+](=O)[O-])cc1 (stereo not given)

Compound,43,44,45,46,47
GLP1R inv ag,u,-6%,u,9%,u
TDP-43 yeast inh,-15%,x,16%,-19%,-3%
KB-V1 MDR tox,x,16%,3.3µM*,u,27%
KB-3-1 cytotox,x,7%,3.7µM*,1%,19%
GLP1R cytotox,0%,57%[activator],-23%,5%,3%
HT1080 IDH1KD tx,0%,-3%,u,-4%,-5%
HT1080NT lethal,-4%,-4%,u,-16%,-8%
SW480 rerep,u,-2%[1.84 µM],2.6µM*,-24%,0%
GLP1R ag,-6%,-4%,10%,10%,9%
